Bioassay records deposited in PubChem by National Center for Advancing Translational Sciences (NCATS).
KB-3-1 cytotox = qHTS assay for MDR1-selective chemotherapeutics: Primary screen using the parental adenocarcinoma cell KB-3-1 | Potency, µM (top dose mostly 46.1 µM), without a hit: top-dose activity change, negative = cytotoxic, usual class: cytotoxic | KB-3-1 viability, CellTiter-Glo ATP luminescence, 72 h | AID 1347075, 2019 | 400,000 tested, 1.4% active; note: potency is the fitted concentration of half-maximal effect; % is set by controls: 0 for no effect and ±100 for the full control effect; nearly all actives have a fitted effect of over 60% in size
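Cytotoxicity measured as CellTiter-Glo luminescence after 72 h at 37 C. Compound titrations were pinned onto drug-naive KB-3-1 parental adenocarcinoma cells grown in DMEM with 10% FBS, and normalized data fitted to concentration-response curves.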
D3 antag = qHTS of D3 Dopamine Receptor Antagonist: qHTS | 360,000 tested, 2.5% active | max response, negative = inhibition, % | D3R cells, DiscoveRx beta-arrestin luminescence, antagonist mode; hits give low values | D(3) dopamine receptor (Homo sapiens), P35462; in the data active = max response below about -50%; inconclusive = no clear call, values can overlap the other calls; note: % is set by controls: 0 for no effect and ±100 for the full control effect; mostly tested at two doses, the higher about 12 µM
Target sequence (P35462 whole entry, looked up): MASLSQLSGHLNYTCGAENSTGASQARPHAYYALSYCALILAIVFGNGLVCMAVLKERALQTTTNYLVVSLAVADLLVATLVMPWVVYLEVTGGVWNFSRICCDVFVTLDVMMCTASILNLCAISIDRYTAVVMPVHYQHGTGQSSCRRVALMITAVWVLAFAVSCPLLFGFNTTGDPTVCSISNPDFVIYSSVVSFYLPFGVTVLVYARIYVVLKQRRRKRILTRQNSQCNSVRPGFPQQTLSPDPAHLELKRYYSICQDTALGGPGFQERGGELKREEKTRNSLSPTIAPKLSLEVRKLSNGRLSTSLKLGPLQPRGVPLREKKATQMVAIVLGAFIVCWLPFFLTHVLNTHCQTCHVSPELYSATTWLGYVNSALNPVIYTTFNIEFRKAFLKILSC
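Cells plated overnight at 1500 cells/well, then exposed to library compounds with dopamine controls for 90 minutes at 37 degrees C. DiscoveRx reagent added for 30–60 minutes at room temperature; luminescence read, quantitative HTS format.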
IL-1B inflam inh = qHTS for Inhibitors of Inflammasome Signaling: IL-1-beta AlphaLISA Primary Screen | THP-1 LPS/ATP IL-1B secretion, AlphaLISA, 16 h; hits give low values | activity change, % at 57.5 µM | 360,000 tested, 4.7% active | AID 743279, 2014; in the data active = activity change below about -50%; inconclusive = mostly about -30% to -49%; note: % is set by controls: 0 for no effect and ±100 for the full control effect
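Secreted IL-1B measured by AlphaLISA bead assay after 16 h compound exposure of THP-1 cells; compounds (final up to 57.5 uM) added 1 h before LPS (250 ng/mL) and ATP (1.25 mM) stimulation; lower signal means less secretion.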
KB-V1 MDR tox = qHTS assay for MDR1-selective chemotherapeutics: Primary screen using the drug-selected MDR subline cells KB-V1 | KB-V1 MDR cells viability, CellTiter-Glo, 72 h | Potency, µM (highest dose often 46.1 µM), for inactives: top-dose activity change, negative = cytotoxicity, actives largely listed as cytotoxic | 400,000 tested, 3.4% active | AID 1347076, 2019; note: potency is the fitted concentration of half-maximal effect; % is set by controls: 0 for no effect and ±100 for the full control effect; nearly all actives have a fitted effect of over 60% in size
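Compound-treated KB-V1 multidrug-resistant cells, 72 h, 37 degrees C; viability by CellTiter-Glo. Fitted qHTS curves give the values.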
HT1080 IDH1KD tx = qHTS for induction of synthetic lethality in tumor cells producing 2HG: qHTS for the HT-1080-IDH1KD cell line | AID 686971, 2013 | HT-1080 IDH1 knockdown viability, ATP luminescence, 48 h | Potency, µM (series often up to 46.1 µM), for the others: top-dose activity, negative = toxicity, most hits filed as cytotoxic | 360,000 tested, 2% active;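 note: potency is the fitted concentration of half-maximal effect; 0% = DMSO wells and -100% = cell-free medium wells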
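Viability of IDH1-knockdown HT-1080 fibrosarcoma cells was assessed by CellTiter-Glo after 48 h at 37 °C with titrated compound; concentration-effect curves were classified by fit quality and response size.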
SW480 rerep = A quantitative high throughput screen for small molecules that induce DNA re-replication in SW480 colon adenocarcinoma cells | SW480 DNA re-replication, Hoechst DNA content imaging, 48 h | Potency, µM (titrated, usually from 46.1 µM), without a hit: at the highest dose re-replication activation, usual class: activators | 340,000 tested, 1.8% active; note: potency is the fitted concentration of half-maximal effect; % of control where 0% means no effect; nearly all actives have a fitted effect of over 55% in size
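Quantitative HTS format with DMSO vehicle controls; 48 hr drug incubation at 37 C, then 40 min Hoechst staining and scanning imager measurement at 405 nm excitation.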
GLP-1R agonist = qHTS of GLP-1 Receptor Agonists. HEK293 GLP-1R CRE-luciferase, luminescence, 4-6 h; cells express a hypersensitive GLP-1R form. Potency, µM (highest dose often 45.6 µM), for the others: at the top dose activation, usual class: activators. 380,000 tested, 0.007% active. AID 624172, 2012; note: potency is the fitted concentration of half-maximal effect; % of control where 0% means no effect
Target sequence (P43220 whole entry, looked up): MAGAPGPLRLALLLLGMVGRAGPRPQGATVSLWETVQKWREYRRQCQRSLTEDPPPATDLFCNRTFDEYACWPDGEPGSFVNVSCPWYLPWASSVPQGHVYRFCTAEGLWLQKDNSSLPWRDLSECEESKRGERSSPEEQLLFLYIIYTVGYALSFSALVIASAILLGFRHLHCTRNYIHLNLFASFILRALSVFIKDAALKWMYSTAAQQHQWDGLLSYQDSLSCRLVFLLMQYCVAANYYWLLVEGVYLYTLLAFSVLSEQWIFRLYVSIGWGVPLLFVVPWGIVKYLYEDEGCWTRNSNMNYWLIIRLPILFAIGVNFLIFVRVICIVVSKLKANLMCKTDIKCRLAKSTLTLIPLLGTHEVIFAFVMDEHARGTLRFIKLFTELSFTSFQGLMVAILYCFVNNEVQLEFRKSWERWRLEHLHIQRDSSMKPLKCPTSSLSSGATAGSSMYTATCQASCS
HT1080NT lethal = qHTS for induction of synthetic lethality in tumor cells producing 2HG: qHTS for the HT-1080-NT fibrosarcoma cell line | HT-1080-NT fibrosarcoma viability, CellTiter-Glo ATP luminescence, 48 h | Potency, µM (top dose mostly 46.1 µM), without a hit: top-dose activity, negative = less viability, most hits filed as cytotoxic | 360,000 tested, 1.6% active;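 note: NT is the 2HG producing partner of a matched IDH1 knockdown line; potency is the fitted concentration of half-maximal effect; 0% = DMSO-treated cells and -100% = media-only wells without cells; nearly all actives have a fitted effect of over 55% in size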
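Toxicity toward the 2HG-producing NT line was scored as %Activity, normalised to DMSO and no-cell wells, from CellTiter-Glo luminescence after 48 hours' treatment.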
DRD3 agonist = qHTS of D3 Dopamine Receptor Agonist: qHTS; D(3) dopamine receptor (Homo sapiens), P35462; D3R DiscoveRx beta-arrestin cells, luminescence, 90 min; max activation, %; 410,000 tested, 0.58% active; in the data active = max activation above about 30%; note: 0% is about no effect; mostly tested at two doses, the higher about 12 µM
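Cells at 1500/well, incubated overnight, then treated with pinned compounds (dopamine as control) for 90 min at 37 degrees C. DiscoveRx reagent added for 30 - 60 minutes at room temperature; luminescence read.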
Numbers without * were called inactive; ? = inconclusive; nt = not tested or not shown; [ ] = remark or other dose. Unless noted, calls come from the whole dose curve; as a rule, active = well fitted curve in the direction sought with a large enough effect; inconclusive = small, poorly fitted or top-dose-only effect, or another doubt; inactive = no such curve, though single readings can be large; an effect the other way counts as inactive or inconclusive. Not a hit list; any-hit rate near 12%.

Molecule,HT1080 IDH1KD tx,KB-V1 MDR tox,IL-1B inflam inh,GLP-1R agonist,KB-3-1 cytotox,HT1080NT lethal,DRD3 agonist,SW480 rerep,D3 antag
N#Cc1ccc(/C=N/NC(=O)c2cccc(S(=O)(=O)N3CCOCC3)c2)cc1,-14%,-3%,21,9%,0%,1%,-7,2%,7
CCCCOC(=O)c1ccc(NC(=O)CN2C(=O)NC3(CCCCCC3)C2=O)cc1,?,-3%,?,5%,?,5%[9.24 µM],-1,-38%,5
CCc1nnc(NS(=O)(=O)c2ccc(NS(=O)(=O)c3ccccc3)cc2)s1,-11%,-6%,47,-8%,-2%,3%,-14,-4%,-24
CCN(CC)S(=O)(=O)c1ccc(F)c(C(=O)OC2CC(C)OC2=O)c1 (stereo not drawn),7%,25%,-8,0%,?,5%,5,-2%,14
O=C(NCCc1ccccc1)c1ccc2c(c1)OCCO2,-7%,?,-10,-5%,-21%,-1%,-4,-6%,-12
CCOC(=O)c1c(C)c(C(=O)NCc2ccc(OC)cc2)c(C)n1CC,nt,-19%,nt,-1%,7%,nt,-7,nt,nt
COc1cccc(CNC(=O)C2CCN(S(=O)(=O)c3cnc[nH]3)CC2)c1,5%,-3%,-18,-6%,-1%,9%,-4,-3%,-20
O=S(=O)(/C=C/c1ccccc1)NCc1ccccc1Cl,0%,-7%,-24,10%,-2%,1%,-22,-4%,-20
CC1Cc2ccccc2N1C(=O)CO/N=C/c1ccc(OC(F)F)cc1 (stereo not drawn),1%,-19%,-9,3%,-4%,-4%,-11,?,-2
CC(C)C(=O)NC(Nc1cccc2cccnc12)C(Cl)(Cl)Cl (stereo not drawn),-3%,?,7,-7%,?,-14%,-7,4%,-7

Further entries follow:
Molecule,HT1080 IDH1KD tx,KB-V1 MDR tox,IL-1B inflam inh,GLP-1R agonist,KB-3-1 cytotox,HT1080NT lethal,DRD3 agonist,SW480 rerep,D3 antag
CC(C)CC1CCCCC1OC(=O)CN1CCCCC1 (stereo not drawn),5%,1%,14,3%,0%,3%,-6,-2%,1
CC(=O)c1cccc(NC(=O)C2COc3ccccc3O2)c1 (stereo not drawn),10%,19%,6,8%,1%,8%,13,0%,1
CN(C)S(=O)(=O)c1ccc(Cl)c(C(=O)Nc2ccccc2[N+](=O)[O-])c1,-5%,16µM*,0,1%,-5%,-2%,-7,-39%[inhibitor],-25
CC1(C)CC(=O)C(C(N)=NC(=O)c2ccc([N+](=O)[O-])cc2)=C(O)C1,10%,-22%,50,0%,11%,21%,1,2%,12
COCCNC(=S)NCc1cccs1,-8%,4%,-8,11%,1%,-2%,16,-10%,-25
Cn1c(-c2cccc(Br)c2)cnc1NCc1cccnc1,-10%,-7%,14,-7%,-9%,-17%,-11,-8%,-60*
COCCn1c(SCC(=O)N2CCCc3ccccc32)nc2ccccc2c1=O,-8%,?,?,14%,-9%,-4%,-2,7%,15
N#Cc1nc(-c2ccc(F)cc2)oc1NCc1ccccc1,-4%,-14%,28,21%,4%,5%,-7,-8%,-14
CCOC(=O)c1c(NC(=O)CSc2nc(-c3ccc(OC)cc3)cc(C(F)(F)F)n2)sc(C)c1C,nt,19%,nt,1%,1%,nt,-9,nt,nt
C=CCN1CCN(C(=O)c2cc3c(s2)CCCC3)CC1,-1%,6%,14,-4%,-9%,2%,-26,2%,-58*

(listing goes on)
Molecule,HT1080 IDH1KD tx,KB-V1 MDR tox,IL-1B inflam inh,GLP-1R agonist,KB-3-1 cytotox,HT1080NT lethal,DRD3 agonist,SW480 rerep,D3 antag
NC(=O)c1ccc(NC(=O)CNCc2ccccc2Cl)cc1,3%,-3%,1,10%,9%,0%,2,-4%,1
COc1cccc(NC(=O)c2ccc3c(SCC(=O)O)c4c(nc3c2)CCCC4)c1,9%,0%,10,4%,6%,11%,-8,10%,-4
CCCC(=O)Nc1nc2ccc(NC(=O)c3ccccc3F)cc2s1,?,1.8µM*,12,-1%,2.1µM*,?,-5,8.2µM*,-27
COc1ccc(NC(=O)c2cc3c(s2)CCC(C)C3)cc1S(=O)(=O)N1CCOCC1 (stereo not drawn),-26%,3.7µM*,0,-8%,0%,-14%,-9,nt,-1
O=C(c1nc2nc(-c3ccc(Cl)cc3)cc(C(F)(F)F)n2n1)N1CCOCC1,13%,0%,-4,-5%,0%,-1%,3,-29%,23
COc1ccc2c(c1OC)OCC2C (stereo not drawn),8%,15µM*,14,5%,?,3%,4,8%,16
COc1cccc(NC(=O)CSc2nnc3ccc(-c4ccccn4)nn23)c1,-3%,-2%,23,-5%,1%,-8%,-21,2%,-20
Cc1ccc(S(=O)(=O)NC2CCSC2=O)cc1C (stereo not drawn),14%,12%,7,-3%,7%,0%,3,-2%,25
CC1=Nn2c(nnc2C2CCCCC2)SC1,0%,2%,3,15%,-2%,4%,2,0%,11
COc1ccc(NC(=O)CSc2c3c(nc4ccccc24)CCCC3)c(OC)c1,?,-21%,-105*,-31%[inhibitor],-1%,?,-17,?,?

(further entries)
Molecule,HT1080 IDH1KD tx,KB-V1 MDR tox,IL-1B inflam inh,GLP-1R agonist,KB-3-1 cytotox,HT1080NT lethal,DRD3 agonist,SW480 rerep,D3 antag
O=C(C[n+]1ccc(/C=N/O)cc1)NC1CCCCC1,0%,-5%,-19,2%,-7%,-1%,-12,-3%,-14
COc1ccccc1NS(=O)(=O)c1cccc(C(=O)NNC(=O)c2ccc(Cl)nc2)c1,-7%,1%,39,10%,-7%,?,12,?,4
O=C(CSc1cccc[n+]1[O-])Nc1cc2c(cc1Cl)C(=O)c1ccccc1C2=O,-2%,-2%,-6,18%,-9%,-3%,-7,10%,-9
O=C(Nc1cccc(F)c1)C1CCCN(c2cnccn2)C1 (stereo not drawn),1%,?,-11,10%,0%,3%,0,1%,-7
NC(=O)C1CC(=O)N(c2ccc(OCC(=O)Nc3ccccc3F)cc2)C1 (stereo not drawn),4%,18%,-8,-5%,0%,1%,-1,0%,11
O=C(N/N=C/c1cc2ccccc2nc1Cl)[C@H]1C[C@@H]1c1ccccc1,-3%,?,0,1%,22%,0%,4,-6%,15
Cn1c(=O)c2c(nc(SCc3nc(N)nc(N4CCCCC4)n3)n2C)n(C)c1=O,2%,15µM*,0,-4%,?,8%,4,27%,?
Nc1ccn([C@@H]2O[C@H](CNCc3ccc(Oc4cc(-n5cccn5)ncn4)cc3)[C@@H](O)[C@H]2O)c(=O)n1,-1%,0%,-14,12%,-29%,3%,-5,nt,?
COC(=O)[C@@]1(Cc2ccccc2)[C@H]2C(=O)N(Cc3ccccc3)C(=O)[C@H]2[C@H]2CN=C(SCc3ccc(C)cc3)N21,1%,-3%,27,6%,18%,6%,-4,-3%,3
NC(=O)c1ccccc1NC(=O)CSc1cn[nH]n1,10%,23%,26,9%,5%,6%,-11,?,8

The results go on:
Molecule,HT1080 IDH1KD tx,KB-V1 MDR tox,IL-1B inflam inh,GLP-1R agonist,KB-3-1 cytotox,HT1080NT lethal,DRD3 agonist,SW480 rerep,D3 antag
Nc1[nH]c(N=NC(=O)c2ccccc2)c2ccccc12,-3%,-9%,7,-3%,1%,-1%,5,-94%[inhibitor],17
C=C(C)C1Cc2c(C)nn(-c3nc(C)cc(C)n3)c2C1 (stereo not drawn),-27%,?,-11,12%,?,-10%,-3,4%,-3
CCOc1ccc(N(C(=O)c2cc3ccccc3oc2=O)C2C=CS(=O)(=O)C2)cc1 (stereo not drawn),20%,3%,-11,-6%,-2%,30%,3,2%,-8
CC(=O)Nc1ccc(Nc2nc(-c3sc(C)nc3C)cs2)cc1,-6%,-4%,-50*,1%,-7%,-16%,-3,-2%,-3
COc1cc2c(cc1OC)C(CC#N)=NC(C)(C)C2,-2%,-8%,-7,?,-7%,-3%,1,-2%,-19
CC(C)CN(C(=O)/C=C/c1nc2ccccc2s1)C1CCS(=O)(=O)C1 (stereo not drawn),1%,3%,-16,18%,7%,3%,4,0%,2
COc1cccc(CNC(=O)CCC2CCCN(C(=O)c3cscn3)C2)c1 (stereo not drawn),-3%,-10%,-16,-7%,-20%,-3%,5,-3%,-14
CCOC(=O)c1cnc2c(c(C)nn2CC)c1NCCN1CCOCC1,0%,?,-24,9%,17%,-14%,5,?,0
CSc1nc2n(n1)C(C)C1=C(CCCC1=O)N2 (stereo not drawn),11%,12%,-8,5%,6%,11%,15,1%,2
COc1ccc(NC(=O)N(Cc2cc3cc(C)ccc3[nH]c2=O)CC2CCCO2)cc1 (stereo not drawn),-14%,-6%,?,6%,-23%,-20%,4,?,-5

Later entries:
Molecule,HT1080 IDH1KD tx,KB-V1 MDR tox,IL-1B inflam inh,GLP-1R agonist,KB-3-1 cytotox,HT1080NT lethal,DRD3 agonist,SW480 rerep,D3 antag
C[C@]12CCC3C(CC[C@H]4CC(O)CC[C@]34C)C1CC/C2=N/O (stereo partly drawn),-11%,-22%,12,8%,-9%,-2%,1,-6%,43
CCOC(=O)C(Cc1ccnc2ccccc12)=NO,-26%,-2%,23,12%,0%,15µM*,6,?,14
O=C(CN1C(=O)CCSc2ccccc21)Nc1ccc(F)cc1,5%,-9%,4,4%,8%,8%,4,-2%,6
CCN1C(=O)c2cccc3c(S(=O)(=O)N(C)C)ccc1c23,-16%,13µM*,51,10%,3%,-5%,-3,nt,0
COCCCNc1nc2c(-c3cccc(C(F)(F)F)c3)nnn2c2ccccc12,-2%,-12%,49,-3%,-18%,-3%,-1,-6%,-12
COc1cccc(-c2nnn(CC(=O)Nc3cc(OC)c(NC(=O)c4ccco4)cc3OC)n2)c1,-28%,-5%,-3,7%,8%,?,0,13%,-21
Cc1ccc(CNC(=O)Cn2c(=O)n(-c3ccc(C)c(F)c3)c(=O)c3sc4ccccc4c32)cc1,nt,14%,nt,0%,0%,nt,-11,nt,nt
